MPTP block – blocks calcium-induced mitochondrial swelling; isolated mouse mitochondria, Ca2+ swelling absorbance, 30 min; inhibition, % at 10 µM; hit rate 1.4% among 360,000;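 active = inhibition of 50% or more, scaled per plate between neutral and stimulator controls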;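 note: 0% = DMSO wells given calcium and 100% = 1 mM EGTA wells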
mIAP activ – increases mouse intestinal alkaline phosphatase activity | muIAP, CDP-Star luminescence, 30 min; stronger effect = higher value; 1 = vehicle-only enzyme signal, 0 = enzyme-free wells | activation factor at 10 µM | hit rate 0.24% among 330,000;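 active = activation factor of at least 2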; note: the source names both 10 and 20 µM as test concentration; values of inactives mirror those of a sister screen read the other way
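System: Mouse IAP enzyme | Also added: CDP-Star substrate | Dosing: Compounds dispensed in DMSO | Schedule: 30 min enzyme-substrate-compound incubation at room temperature | Technique: Chemiluminescence readout | Control set: DMSO-only wells and no-enzyme negative control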
hIAP act – increases human intestinal alkaline phosphatase activity; P09923; purified human IAP, CDP-Star luminescence, 30 min; stronger effect = higher value; 1 = vehicle-only enzyme, 0 = enzyme-free background; activation factor at 10 µM; hit rate 0.16% among 330,000; AID 2524;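 active = activation factor of the enzyme at least 2-fold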; note: the source names both 10 and 20 µM as test concentration; values of inactives mirror those of a sister screen read the other way
Target sequence (P09923 whole entry, looked up): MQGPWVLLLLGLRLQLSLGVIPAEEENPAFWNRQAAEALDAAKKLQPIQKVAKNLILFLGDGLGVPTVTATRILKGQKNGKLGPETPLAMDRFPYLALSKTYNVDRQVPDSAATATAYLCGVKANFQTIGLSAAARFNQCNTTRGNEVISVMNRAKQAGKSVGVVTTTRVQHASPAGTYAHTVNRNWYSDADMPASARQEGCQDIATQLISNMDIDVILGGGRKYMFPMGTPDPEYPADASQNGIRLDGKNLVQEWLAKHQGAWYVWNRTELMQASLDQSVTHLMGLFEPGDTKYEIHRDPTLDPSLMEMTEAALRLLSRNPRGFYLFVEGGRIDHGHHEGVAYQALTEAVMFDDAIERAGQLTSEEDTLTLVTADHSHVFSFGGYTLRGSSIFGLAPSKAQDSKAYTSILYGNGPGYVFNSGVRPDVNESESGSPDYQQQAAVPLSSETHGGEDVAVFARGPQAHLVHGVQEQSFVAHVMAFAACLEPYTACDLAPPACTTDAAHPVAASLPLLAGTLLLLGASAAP
MIN6 prolif – induces beta-cell replication in MIN6 cells; MIN6 cells proliferation, ATPlite luminescence, 48 h; cells starved in 0.2% serum; 100% = growth in 10% serum; proliferation, % at 10 µM; hit rate 0.29% among 330,000; AID 2380;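 active = compounds whose signal lies at least 3.5 SD above the mean of all wells on their plate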;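 note: 0% = DMSO-treated cells in low-serum medium and 100% = 10% serum control; some compounds called inactive have numbers as strong as hits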
ATG4B inh – ATG4B (human) cysteine protease inhibition; hit rate 0.51% among 340,000; Q9Y4P1; ATG4B cleavage of LC3-PLA2, NBD-HPC fluorescence, 1 h; AID 504462; inhibition, % at 8.33 µM; in the data active = inhibition above about 40%
A3A deaminase – inhibitors of human APOBEC3A DNA deaminase; P31941; recombinant A3A, FAM/TAMRA ssDNA deamination fluorescence; inhibition, % at 20 µM; hit rate 0.41% among 330,000; AID 493011;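 active = at least 40% inhibition at 20 µM here, with at most 30% in a related deaminase screen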;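 note: plate controls were A3A with DMSO for no effect and wells lacking A3A enzyme for full effect; some results filed as inactive read as strong as hits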
APOBEC3G inh – APOBEC3G (human) deaminase inhibition; Q9HC16; inhibition, % at 20 µM; recombinant A3G, ssDNA deamination FAM/TAMRA fluorescence; hit rate 0.28% among 330,000;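 active = inhibition of at least 40% at 20 µM, with no more than 30% in the related APOBEC3A deaminase screen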;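 note: plate controls were DMSO wells with A3G for no effect and wells lacking A3G enzyme for full effect; some compounds called inactive have numbers as strong as hits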
Target sequence (Q9HC16 whole entry, looked up): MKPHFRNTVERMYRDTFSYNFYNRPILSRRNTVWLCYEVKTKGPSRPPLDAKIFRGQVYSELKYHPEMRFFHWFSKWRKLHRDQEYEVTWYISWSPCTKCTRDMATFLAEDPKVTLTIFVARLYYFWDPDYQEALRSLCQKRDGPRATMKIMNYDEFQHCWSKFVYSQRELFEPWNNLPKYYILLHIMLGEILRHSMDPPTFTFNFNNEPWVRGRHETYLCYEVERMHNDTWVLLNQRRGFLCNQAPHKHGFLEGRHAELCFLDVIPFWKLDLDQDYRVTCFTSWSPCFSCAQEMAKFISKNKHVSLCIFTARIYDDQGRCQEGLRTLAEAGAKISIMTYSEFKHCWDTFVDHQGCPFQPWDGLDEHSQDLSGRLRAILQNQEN
hIAP inh – human IAP inhibition | P09923 | purified IAP, CDP-Star luminescence, 30 min | inhibition, % at 10 µM | hit rate 0.12% among 330,000;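 active = inhibition reaching a set limit with compound at 10 µM in the primary screen, cut at about 35% in these data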;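 note: plate controls were DMSO wells with enzyme for no effect and no-enzyme buffer wells for full effect; values of inactives mirror those of a sister screen read the other way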
mIAP inh – blocks mouse intestinal alkaline phosphatase; purified mouse IAP, CDP-Star luminescence, 30 min; inhibition, % at 10 µM; hit rate 0.2% among 330,000;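 active = inhibition of at least 40% at 10 µM in the primary screen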;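 note: plate controls were DMSO with enzyme for no effect and no enzyme wells for full effect; values of inactives mirror those of a sister screen read the other way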
* = called active by the depositor.

SMILES	MPTP block	mIAP activ	hIAP act	MIN6 prolif	ATG4B inh	A3A deaminase	APOBEC3G inh	hIAP inh	mIAP inh
Oc1c(Cl)cc(Cl)cc1C=Nc1ccc(Br)cc1	1.3	0.839	1.04	-3.4	-0.9	-5.7	-8.3	-4.2	16.1
CCOC(=O)N1CCN(CC(=O)Nc2ccc([N+](=O)[O-])cc2C(=O)Nc2ccccc2F)CC1	2.7	0.952	0.977	-0.6	-15.8	-2.3	-6.1	2.3	4.8
COCCCn1c(SCC(=O)NC2CCCC2)nnc1-c1cccs1	0.6	1.09	0.924	-2.2	-2.3	-4.1	-10.6	7.6	-8.9
COc1ccccc1N1CCN(C(=O)CN(c2cc(C)cc(C)c2)S(C)(=O)=O)CC1	-1.3	1.02	0.971	-3.0	-7.1	2.8	4.6	2.9	-2.2
COc1ccc(-n2c(Cc3cccn3C)nnc2SCC(=O)Nc2ccccc2C)cc1	0.6	0.888	1.09	-2.6	4.3	-1.4	-0.8	-8.8	11.2
CCOC(=O)C(CC)n1cnc2c(cnn2-c2ccc(Cl)cc2)c1=O (centres undefined)	-3.9	0.935	1.03	-0.8	-2.2	-16.8	-3.6	-3.5	6.5
Cn1c(SCC(=O)N2CCN(S(=O)(=O)c3ccccc3)CC2)nc2ccccc21	-1.4	1.02	0.858	-2.9	-18.3	1.0	-3.8	14.2	-2.1
O=C(c1cn(CC(=O)N2CCCC2)c2ccccc12)C1CCCCC1	2.1	0.936	0.911	-0.1	-10.3	0.6	2.1	8.9	6.4
O=C(c1cc([N+](=O)[O-])ccc1N1CCOCC1)N1CCN(c2ccc([N+](=O)[O-])cc2)CC1	-0.5	1.05	0.865	1.5	3.6	56.1*	6.5	13.5	-4.9
O=[N+]([O-])c1ccc(N2CCN(Cc3ccncc3)CC2)cc1	1.2	0.889	0.979	0.0	2.8	-7.4	-6.8	2.1	11.1
CCOc1ccc(C(=O)N2CCC3(CC2)NCCc2[nH]cnc23)cc1OCC	-1.3	0.881	0.92	3.8	2.7	-5.9	-8.5	8.0	11.9
CCOC(=O)C1CCCN(C(=O)/C(=C/c2ccco2)NC(=O)c2ccccc2)C1 (centres undefined)	0.9	0.855	0.831	4.4	4.9	-1.7	-3.0	16.9	14.5
Cc1cccn2c(=O)c(C=Nc3ccccc3)c(NCCO)nc12	-0.3	0.893	1.11	-1.5	-5.6	-2.8	-5.9	-11.5	10.7
Nc1ccc(-n2c(N)c(C(=O)NCc3ccc4c(c3)OCO4)c3nc4ccccc4nc32)cc1	3.3	1.07	0.824	-1.8	-8.8	1.5	0.1	17.6	-7.4
COc1ccc(/C=C/C(=O)N[C@@H](C)C(=O)O)cc1	-0.3	1.03	0.977	0.0	2.0	-6.7	-12.6	2.3	-3.0
O=C(CCCCCN1C(=O)CCC1=O)Nc1ncn[nH]1	0.6	0.927	1.03	-0.6	11.4	-4.0	-6.0	-2.8	7.3
CCCc1c(O)nc(SCC(=O)N2CCCCC2)[nH]c1=O	-0.7	1.08	0.897	-0.5	-6.5	-5.9	5.8	10.3	-7.9
N#Cc1c(NCCO)ccc([N+](=O)[O-])c1NCCO	0.9	0.91	1.03	-0.4	4.7	1.1	-3.3	-3.5	9.0
COc1ccc(C(=O)CSc2ccc(-c3ccco3)nn2)cc1	0.9	0.959	0.794	0.0	-4.2	4.5	-4.3	20.6	4.1
Cc1ccc(C)c(S(=O)(=O)N2CCN(C(=O)c3n[nH]c(=O)c4ccccc34)CC2)c1	0.3	1.01	1.13	-4.5	-5.0	-0.6	-8.7	-12.8	-1.1
O=C(OCc1nc(-c2ccccc2)oc1COC(=O)c1ccco1)c1ccco1	-0.3	1.07	0.934	-0.1	-20.6	0.5	-3.3	6.6	-7.3
COc1ccccc1C(C)NCC(=O)NCc1ccc(C)cc1 (centres undefined)	0.0	1.04	1.32	-1.4	-7.7	-1.6	-9.1	-32.1	-3.7
CC(CN1CCN(Cc2ccccc2)CC1)OC(=O)c1ccco1 (centres undefined)	1.8	1	0.946	-2.0	25.5	2.4	-3.8	5.4	0.0
CC(=O)c1cc2c(C)cc(=O)oc2cc1O	-0.9	0.977	0.927	-4.3	0.9	2.2	-1.6	7.3	2.3
CC(C)OCCCNc1nc2c([nH]1)c(=O)n(C)c(=O)n2C	-1.8	0.989	1.08	3.6	1.2	-2.7	-4.7	-7.8	1.1

In another format: two of the compounds above
Compound | MPTP block | mIAP activ | hIAP act | MIN6 prolif | ATG4B inh | A3A deaminase | APOBEC3G inh | hIAP inh | mIAP inh
CCCc1c(O)nc(SCC(=O)N2CCCCC2)[nH]c1=O | -0.7 | 1.08 | 0.897 | -0.5 | -6.5 | -5.9 | 5.8 | 10.3 | -7.9
Cc1ccc(C)c(S(=O)(=O)N2CCN(C(=O)c3n[nH]c(=O)c4ccccc34)CC2)c1 | 0.3 | 1.01 | 1.13 | -4.5 | -5.0 | -0.6 | -8.7 | -12.8 | -1.1

Carrying on:
SMILES	MPTP block	mIAP activ	hIAP act	MIN6 prolif	ATG4B inh	A3A deaminase	APOBEC3G inh	hIAP inh	mIAP inh
Cc1cc(CN2CCCCC2C(=O)Nc2ccc(Oc3cccnc3)cc2)oc1C (centres undefined)	2.1	1.06	1.08	3.1	9.8	-1.5	1.4	-7.9	-5.6
Cc1ccc(-c2nc3ccccc3[nH]c2=O)cc1	3.0	0.941	0.969	-3.5	-2.5	3.6	-2.1	3.1	5.9
Cc1cc(C)c2c(c1)cc(C)c1nnc(SCC(=O)N3CCCc4ccccc43)n12	-0.4	0.965	0.847	0.0	-0.6	0.3	-4.4	15.3	3.5
Cc1cc(N)n(-c2ccc(C)c(C)c2)n1	-0.5	1.01	1.07	-2.0	-1.3	-1.1	-2.4	-6.8	-1.3
CC(=O)c1ccc(S(=O)(=O)N2CCC(Oc3ccc(-n4cnnn4)cc3)CC2)cc1	-1.1	0.965	0.776	-1.7	7.0	-1.3	-3.7	22.4	3.5
CCc1nccn1CCC(=O)N1CCc2c([nH]c3ccccc23)C1CC(C)C (centres undefined)	1.9	1.15	1.27	-3.2	3.5	0.9	-0.5	-27.2	-15.2
Cc1ccc(C(=O)Nc2ccc(S(=O)(=O)Nc3cnc4ccccc4n3)cc2)cc1	0.6	0.997	1.05	4.2	-6.6	-2.9	-6.5	-5.5	0.3
Cc1cccc(C)c1NC(=O)CN(C)C(=O)c1ccccc1C(=O)N(C)Cc1ccccc1	0.2	0.971	1.35	0.0	2.5	-3.1	7.2	-34.6	2.9
Cc1c(N2C(=O)c3ccccc3C2(O)c2ccccc2)c(=O)n(-c2ccccc2)n1C (centres undefined)	-0.4	1.16	1.08	-1.0	-1.9	-6.8	-7.7	-7.8	-15.8
COc1ccc(N(CC(=O)N/N=C/c2cc(OC)ccc2OC)S(=O)(=O)c2ccccc2)cc1	2.0	0.997	0.928	4.7	-17.4	-3.4	-8.5	7.2	0.3
CC1(C)CC(=O)C(C=NCCN2CCN(C(=O)CCl)CC2)=C(O)C1	1.3	0.964	0.982	-1.9	1.4	-3.9	-4.1	1.8	3.6
COc1ccc(Oc2ccc(/C=C/C(=O)c3cccc(OC)c3)cc2[N+](=O)[O-])cc1	-1.9	0.952	0.887	-5.6	0.8	-4.0	-9.9	11.3	4.8
CC(C)OC(=O)c1ccc(Cn2nnc3ccccc3c2=O)cc1	3.1	0.946	0.887	0.3	3.6	-0.4	-1.3	11.3	5.4
OCC(O)[C@@H](O[C@H]1O[C@H](CO)[C@@H](O)[C@H](O)[C@H]1O)[C@H](O)[C@@H](O)CO (some centres undefined)	-2.7	0.962	0.942	7.1	-7.6	-5.7	-5.7	5.8	3.8
COc1ccc(C2c3[nH]c4ccccc4c3C[C@H]3C(=O)N(c4ccccc4C(=O)N4CCC[C@@H]4C(=O)O)C(=O)N23)cc1 (some centres undefined)	0.1	1.02	1.08	0.8	-26.0	-3.4	-6.9	-8.4	-2.3
COc1ccc(C(=O)/C=C/c2cccnc2)c(OC)c1	0.4	1.1	1.38	-4.3	-0.9	-2.0	-5.3	-37.9	-10.0
Cc1cc(C(=O)N/N=C/c2ccc3c(c2)OCO3)c(C)o1	2.9	1.15	1.05	-2.6	4.1	1.9	-1.3	-5.1	-15.0
Cc1ccc2cccc(OCCOCCOc3ccccc3Br)c2n1	-1.1	0.951	0.978	-1.8	-9.8	0.6	-0.1	2.2	4.9
CN(CC(=O)Nc1cccc(F)c1)CC(=O)NC(c1ccccc1)c1ccccc1	1.4	1.09	0.953	0.2	-11.5	-4.1	-8.7	4.7	-8.7
CCOc1ccc(C(=O)N(CC(=O)Nc2cccc(C)c2C)CC2CCCO2)cc1OC (centres undefined)	-2.4	0.877	0.876	-0.1	-11.4	3.9	-7.6	12.4	12.3
C=CCOC(=O)C1=C[C@H](C2CCCCC2)[C@@H](CCCO)[C@H](OCC)O1	-0.9	0.95	1.03	-1.9	-3.1	1.2	-5.8	-2.7	5.0
CC(C)N(Cc1ccccc1)C(=S)Nc1ccc(OC(F)F)cc1	5.8	0.966	1.04	0.6	-5.8	-0.6	-2.8	-4.0	3.4
O=C(CN1C(=O)c2ccccc2C1=O)NC1CCCCCC1	0.0	0.945	0.92	14.9	0.9	-2.4	-11.3	8.0	5.5
COc1ccc(S(=O)(=O)N2CCCC2CNC(=O)C(=O)Nc2ccc(F)cc2)cc1 (centres undefined)	0.2	0.984	1.1	5.3	-7.2	-0.7	-9.3	-10.3	1.6
Cc1cc(F)ccc1S(=O)(=O)Nc1ccccc1C(=O)NC1CCN(Cc2ccccc2)CC1	0.1	0.843	0.948	1.8	-10.1	-0.4	-7.0	5.2	15.7
COC(C(=O)Nc1ccnn1C1CCN(Cc2nccs2)CC1)c1ccccc1 (centres undefined)	1.0	0.961	1.08	-1.5	7.5	-1.1	-9.6	-7.6	3.9
COc1ccccc1CC(NC(C)=O)C(=O)NC1CCN(c2nnnn2-c2ccccc2)CC1 (centres undefined)	-4.6	0.959	0.945	-1.2	-8.3	-0.6	-1.0	5.5	4.1
CN(C)c1ccc(NC(=O)CN2CCC(NC(=O)C3CCCCC3)CC2)cc1	-0.7	1.06	0.93	-1.6	0.5	-2.4	-9.1	7.0	-5.6
Cc1ccc(O)c(C2=NOC(O)(C(F)(F)C(F)F)C2)c1 (centres undefined)	13.4	1.01	1.29	-0.1	-9.1	-0.5	-4.6	-29.1	-1.5

By substructure, the entries above with a COOH group
SMILES	MPTP block	mIAP activ	hIAP act	MIN6 prolif	ATG4B inh	A3A deaminase	APOBEC3G inh	hIAP inh	mIAP inh
COc1ccc(/C=C/C(=O)N[C@@H](C)C(=O)O)cc1	-0.3	1.03	0.977	0.0	2.0	-6.7	-12.6	2.3	-3.0
COc1ccc(C2c3[nH]c4ccccc4c3C[C@H]3C(=O)N(c4ccccc4C(=O)N4CCC[C@@H]4C(=O)O)C(=O)N23)cc1 (some centres undefined)	0.1	1.02	1.08	0.8	-26.0	-3.4	-6.9	-8.4	-2.3

Assay outcomes as filed in PubChem BioAssay.

Hits appear at their usual frequency; about 3.3% have a hit in one of these screens.
